V1aR counter – agonists of human V1a receptor, primary screen, counter-screen for OXTR agonist project, fluorescence, CHO-V1R cells; actives 0.25% (n = 320,000); Vasopressin V1a receptor (Homo sapiens), P37288; Fluo-8 calcium fluorescence, agonist mode; 0% DMSO, 100% 3 nM vasopressin; AID 2797, 2010; activation, % at 3 µM;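 active = activation above the mean activation of all tested compounds plus 3 SD, per screening run, cut at about 20% in these data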;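 note: signal is peak over basal fluorescence ratio across a 100 second FLIPR read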
Target sequence (P37288 whole entry, looked up): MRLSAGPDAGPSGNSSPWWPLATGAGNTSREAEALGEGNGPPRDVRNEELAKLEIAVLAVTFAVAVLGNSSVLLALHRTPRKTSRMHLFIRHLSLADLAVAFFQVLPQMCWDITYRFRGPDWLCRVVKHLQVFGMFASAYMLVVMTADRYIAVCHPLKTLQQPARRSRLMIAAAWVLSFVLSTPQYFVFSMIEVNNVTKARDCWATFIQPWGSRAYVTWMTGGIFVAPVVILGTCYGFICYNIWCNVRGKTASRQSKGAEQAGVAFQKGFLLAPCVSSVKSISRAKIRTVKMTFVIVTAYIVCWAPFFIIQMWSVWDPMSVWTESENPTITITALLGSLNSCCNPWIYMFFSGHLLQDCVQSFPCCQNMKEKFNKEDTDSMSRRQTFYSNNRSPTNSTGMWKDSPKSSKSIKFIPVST
OXTR ag – human OXTR agonists, primary screen, fluorescence, CHO-OTR cells, Fluo-8 calcium; Oxytocin receptor (Homo sapiens), P30559; actives 0.32% (n = 320,000); Fluo-8 calcium fluorescence; normalized: DMSO 0%, oxytocin 100%; activation, % at 3 µM; AID 2435, 2010;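 active = activation above the mean of all tested compounds plus 3 SD, cutoff set per screening run, cut at about 20% in these data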;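 note: peak over basal fluorescence ratio from a 100 s FLIPR kinetic read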
CHO parental Ca – ATP-evoked calcium signal inhibitors, parental CHO, primary screen, counter-screen for OX1R antagonist project, cell-based, fluorescence, Fluo-8 calcium dye; parental CHO-K1, ATP-induced calcium, Fluo-8 fluorescence; inhibition, % at 5.6 µM; actives 0.63% (n = 330,000); AID 463079, 2010;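 active = inhibition above that plate's mean sample inhibition plus 3 SD, cut at about 26% in these data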;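 note: 0% = ATP-challenged DMSO wells and 100% = DMSO wells without ATP; some compounds past the cut are filed as inactive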
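test system = CHO parental line | reagent = ATP stimulus | measured by = intracellular calcium via Fluo-8 no-wash fluorescent dye | control set = ATP and no-ATP DMSO wells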
OXTR potentiate – human OXTR potentiators, primary screen, fluorescence, CHO-OTR cells, Fluo-8 calcium | actives 0.061% (n = 320,000) | activation, % at 3 µM | Oxytocin receptor (Homo sapiens), P30559 | Fluo-8 calcium fluorescence, potentiator mode; 0% = oxytocin EC15, 100% = EC100;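 active = activation above that plate's cutoff, the mean activation of tested compounds plus 3 SD, cut at about 6.6% in these data, passing the limit was not always enough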;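 note: 100% uses oxytocin at 75 nM as the full agonist control; some results filed as inactive read as strong as hits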
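Dosing: Single dose, 3.0 µM nominal final compound concentration | Material: Human OTR in CHO cells | Technique: Kinetic Fluo-8 calcium fluorescence | Benchmarks: EC15 oxytocin alone as 0%, 75 nM oxytocin as 100% | Probe or stimulus: Oxytocin at about EC15, sub-maximal agonist stimulus | Incubation: Compound 6 min at room temperature before oxytocin, 100 s read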
TAAR1 antag – human TAAR1 antagonists, primary screen, Fluo-8 calcium fluorescence, CHO RD-HGA16 cells; actives 1.5% (n = 360,000); Trace amine-associated receptor 1 (Homo sapiens), Q96RJ0; antagonist; inhibition, % at 3 µM; AID 624466, 2012;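 active = inhibition above a per-plate cutoff, the mean inhibition of test compounds on that plate plus 3 SD, cut at about 49% in these data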;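 note: 0% = DMSO plus EC80 beta-PEA response and 100% = DMSO alone without agonist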
Target sequence (Q96RJ0 whole entry, looked up): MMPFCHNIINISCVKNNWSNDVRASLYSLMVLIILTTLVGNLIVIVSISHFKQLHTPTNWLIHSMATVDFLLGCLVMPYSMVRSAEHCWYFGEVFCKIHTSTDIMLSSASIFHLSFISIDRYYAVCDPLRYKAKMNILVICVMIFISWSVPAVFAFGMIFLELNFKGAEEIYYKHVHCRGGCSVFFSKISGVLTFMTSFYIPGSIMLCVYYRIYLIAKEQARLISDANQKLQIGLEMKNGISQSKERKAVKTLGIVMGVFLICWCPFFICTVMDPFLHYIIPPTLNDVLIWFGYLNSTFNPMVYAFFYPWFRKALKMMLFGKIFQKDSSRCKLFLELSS
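Assay system: RD-HGA16 CHO cells with stable hTAAR1 and Gα16 / Reagent: EC80 β-phenethylamine stimulus / Doses: 3 µM, single point / Timing: dye loading 75 min at 37 °C, then 30 min room temperature / Measured by: Fluo-8 intracellular calcium dye fluorescence, real-time kinetic reads / Controls: vehicle wells and EC80 agonist wells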
M1 PAM parental – nonselective calcium activators in parental CHO-K1 cells, primary screen, counter-screen for M1 PAM project, cell-based, Fluo-8 calcium fluorescence, full deck, 1536-well; actives 0.02% (n = 360,000); ATP EC20; 0% at ATP EC20, 100% at ATP max; activation, % at 3 µM; AID 602247, 2012;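 active = activation above the run cutoff, the mean activation of all test compounds plus 3 SD, cut at about 40% in these data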;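 note: peak over basal fluorescence ratio in a 140 s read after ATP addition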
M1 ag parental – counter-screen for M1 agonists: effect in parental CHO-K1 cells; Fluo-8 calcium fluorescence; scaled to maximal ATP response, vehicle zero; activation, % at 3 µM; actives 0.48% (n = 360,000); AID 602248, 2012; in the data active = activation above about 15%;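 note: untransfected CHO-K1 host cells lacking M1 receptor as counterscreen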
CHO-K1 Ca antag – M1 antagonist counterscreen hit in parental CHO-K1 cells. actives 0.6% (n = 360,000). inhibition, % at 3 µM. ATP-induced calcium, Fluo-8 fluorescence;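 active = inhibition above a per-plate cutoff, the plate's mean sample inhibition plus 3 SD, cut at about 24% in these data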;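 note: 0% = DMSO plus EC80 ATP and 100% = DMSO alone without ATP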
GPR7 antag – GPR7 receptor antagonists, primary screen, cell-based, fluorescence, single concentration. inhibition, % at 4.4 µM. Neuropeptides B/W receptor type 1 (Homo sapiens), P48145. GPR7-expressing cells, fluorescence antagonist assay. actives 1.1% (n = 290,000); in the data active = inhibition above about 16%, passing the limit was not always enough;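 note: cells stimulated with the agonist NPW; 0% = agonist with vehicle and 100% = vehicle without agonist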
Target sequence (P48145 whole entry, looked up): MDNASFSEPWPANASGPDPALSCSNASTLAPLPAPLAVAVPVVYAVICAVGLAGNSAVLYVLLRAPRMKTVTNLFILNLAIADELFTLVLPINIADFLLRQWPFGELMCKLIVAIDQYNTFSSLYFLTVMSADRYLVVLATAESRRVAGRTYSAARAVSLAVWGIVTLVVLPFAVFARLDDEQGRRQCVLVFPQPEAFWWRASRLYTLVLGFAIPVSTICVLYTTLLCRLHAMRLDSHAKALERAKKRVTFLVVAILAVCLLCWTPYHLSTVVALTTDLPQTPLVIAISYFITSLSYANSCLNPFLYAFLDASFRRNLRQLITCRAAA
* hit, by the source's call; / = not tested or not shown.

SMILES	V1aR counter	OXTR ag	CHO parental Ca	OXTR potentiate	TAAR1 antag	M1 PAM parental	M1 ag parental	CHO-K1 Ca antag	GPR7 antag
NC(=S)c1ccc[n+]([O-])c1	/	/	/	/	-10.0	-4.1	0.7	-10.4	/
C(=N/Nc1cc(N2CCOCC2)nc(N2CCOCC2)n1)/c1ccccc1	-1.0	-1.2	-13.4	-2.2	-4.1	-1.7	0.0	-1.8	0.8
CCc1nnc(NC(=O)C2CCCN2C(=O)Nc2ccccc2)s1 (stereo not drawn)	-0.5	0.6	3.7	-6.9	-9.2	14.4	20.5*	-0.8	-9.3
NS(=O)(=O)c1ccc(CCNC(=O)CNCCc2ccccc2)cc1	0.2	0.5	-6.0	1.0	18.4	4.8	0.1	-11.9	-15.5
Cc1ccc(C(=O)OCC(=O)Nc2ccccc2C(F)(F)F)cc1S(=O)(=O)N1CCCCC1	/	/	/	/	18.8	-5.6	1.7	-1.4	/
COCCNC(=O)/C(C#N)=C/c1ccc(OC(=O)c2cccs2)c(OC)c1	/	/	/	/	-28.0	17.6	1.4	-11.3	-5.1
NC(CCc1ccccc1)c1csc(Nc2nncc3ccccc23)n1 (stereo not drawn)	/	/	/	/	-0.2	17.6	8.0	2.9	/
COc1ccc2nc(NCc3cccnc3)sc2c1	0.3	0.5	-10.9	3.9	4.9	13.9	0.7	-5.4	-20.5
CC1CC1c1ccc(/C=C(\C#N)C(=O)Nc2ccc(Cl)cc2)o1 (stereo not drawn)	0.8	-0.9	-21.5	-3.7	52.3*	4.1	2.0	6.2	-2.0
COc1ccc(Cl)cc1NC(=O)N1CCN(C2CCCCC2)CC1	0.7	1.6	-17.1	-0.3	/	23.8	0.5	-16.4	-10.3
Cc1ccc(C(=O)N/C(=C\c2ccc(-c3ccccc3[N+](=O)[O-])o2)C(=O)NCCCN(C)C)cc1	2.7	2.1	-2.7	-6.2	-1.3	10.5	1.3	-10.9	-5.2
COc1ccc(C(CNC(=O)C2CCN(S(=O)(=O)c3ccc(F)cc3)CC2)N(C)C)cc1 (stereo not drawn)	-0.2	1.0	-8.1	0.3	-20.8	-9.8	0.0	9.1	-2.6
COc1ccc(N(CN2C(=O)C3CC=CCC3C2=O)C(=O)c2ccco2)cc1 (stereo not drawn)	0.1	-0.1	-29.7	-12.2	5.9	15.2	0.4	-19.2	-6.4
COc1ccc(-c2cn(-c3ccc(C)cc3)c(=O)n2CC(=O)Nc2ccc(OC)c(OC)c2)cc1	1.5	-1.6	-21.6	-9.9	24.5	-4.3	2.1	-3.3	-7.2
O=C(CNC(=O)COc1ccccc1)NCCc1ccccn1	0.9	0.1	0.5	-9.3	-0.9	-7.7	4.2	-4.1	-6.9
COc1ccccc1CNC(=O)COC(=O)COc1ccccc1F	0.5	-1.3	1.1	-8.7	-11.0	-3.1	-0.2	-6.1	/
CC(=O)c1ccc(Nc2cc(C)nc3ccccc23)cc1	-0.5	-0.7	-15.3	2.4	-2.0	12.1	-0.3	2.0	-1.8
O=C(Nc1cccc(C(F)(F)F)c1)C1CCCN(c2ncccn2)C1 (stereo not drawn)	-0.9	-1.4	-11.4	-5.5	18.6	22.3	2.6	-9.7	1.2
Cc1ccc(NC(=O)C2OCCc3ccccc32)cc1 (stereo not drawn)	-1.0	-2.0	-4.6	-10.4	5.0	27.1	0.6	-15.3	-0.4
C[C@@H](C(=O)N1CCN(C(=O)OC(C)(C)C)CC1)n1cc(CCC(=O)O)nn1	0.5	5.7	2.7	-0.7	12.1	4.0	-0.4	5.3	-3.9

Shown field by field: two of the compounds above
> COc1ccc2nc(NCc3cccnc3)sc2c1
  V1aR counter: 0.3
  OXTR ag: 0.5
  CHO parental Ca: -10.9
  OXTR potentiate: 3.9
  TAAR1 antag: 4.9
  M1 PAM parental: 13.9
  M1 ag parental: 0.7
  CHO-K1 Ca antag: -5.4
  GPR7 antag: -20.5
> CC1CC1c1ccc(/C=C(\C#N)C(=O)Nc2ccc(Cl)cc2)o1 (stereo not drawn)
  V1aR counter: 0.8
  OXTR ag: -0.9
  CHO parental Ca: -21.5
  OXTR potentiate: -3.7
  TAAR1 antag: 52.3*
  M1 PAM parental: 4.1
  M1 ag parental: 2.0
  CHO-K1 Ca antag: 6.2
  GPR7 antag: -2.0

Next part.
SMILES	V1aR counter	OXTR ag	CHO parental Ca	OXTR potentiate	TAAR1 antag	M1 PAM parental	M1 ag parental	CHO-K1 Ca antag	GPR7 antag
CC1(C#CC[N+]2(C)CCCCC2)CCC2C(O1)c1ccccc1OC2(C)C (stereo not drawn)	-0.7	-0.6	-10.6	-5.4	-3.7	17.1	0.0	-19.5	-6.1
O=C(NCc1ccccn1)c1ccc(OC2CCN(Cc3ccc(Cl)s3)CC2)cc1	5.9	2.8	-22.1	-8.4	-22.2	19.1	5.9	-1.7	-7.4
O=C(NC1CC2CCCC(C1)N2C(=O)Nc1cccc(F)c1)C1CC1 (stereo not drawn)	-0.2	0.7	7.4	-13.7	-0.1	-5.3	-0.6	11.4	-8.2
CC(C)(C)NC(=O)c1cccc(NC(=O)CSc2ccc(Cl)cc2)c1	6.2	1.5	-24.9	-11.0	3.8	6.9	2.3	7.1	-14.4
C/C(=N\NC(=O)c1ccc(CSc2nncn2C)cc1)c1ccc(Cl)cc1	0.3	-0.2	-3.5	-1.3	16.8	20.3	0.7	-9.6	-6.6
Cc1ccc(-n2cc(CN(C)CCc3cn[nH]c3)c(-c3cccc(C)c3)n2)cc1	1.5	2.5	-5.3	-8.1	-11.2	-0.9	1.2	-7.0	-10.4
O=C(CSc1nc(O)c(C2CCCCC2)c(=O)[nH]1)N1CCOCC1	0.3	0.8	-2.9	2.0	-19.7	3.9	3.3	-7.7	-2.0
CCOC(=O)c1cccc(OCC(O)CNCCOc2ccccc2F)c1 (stereo not drawn)	1.4	6.7	-25.7	-5.8	-3.3	6.9	4.2	-12.1	-3.2
CCn1c(CNC(=O)c2ccccc2)nnc1SCC(=O)N1CCN(c2ccccc2)CC1	1.8	1.6	-15.5	1.1	13.3	-0.6	-0.1	13.8	-15.2
COc1ccc(-c2nn(-c3ccccc3)cc2C(=O)Nc2nc(CC(C)=O)ns2)cc1	1.3	2.4	-7.3	-5.3	36.0	11.4	-0.3	-3.6	0.1
Cc1cc(N2CCN(S(=O)(=O)c3ccc(Cl)c(Cl)c3)CC2)c2ccccc2n1	2.5	1.4	-18.3	-16.2	19.0	17.8	4.1	-13.4	9.3
O=c1nc(Nc2ccc([N+](=O)[O-])cc2)[nH]c(=O)[nH]1	0.9	0.5	-1.1	-9.4	8.8	-3.2	-0.1	0.3	2.7
COc1c(O)c(O)c2oc(-c3ccccc3)cc(=O)c2c1OC	-1.4	-2.0	-14.7	1.4	-8.2	6.0	-0.6	-4.5	-14.3
CCc1cc2c(cc3c(=O)n(CC(=O)NCCCN(CC)CC)nc(CC)n32)s1	0.1	-1.3	-17.7	-5.9	-13.9	-5.1	-0.3	17.8	-10.0
Cc1ccc(-c2nn(C(C)(C)C)c3ncnc(NS(=O)(=O)c4ccc([N+](=O)[O-])cc4)c23)cc1	0.6	-0.5	-20.7	-4.8	-26.6	11.0	0.3	-11.4	1.5
CCCCn1c(N)c(N(CC(C)C)C(=O)c2ccc(Cl)c(S(=O)(=O)N3CCCC3)c2)c(=O)[nH]c1=O	0.1	-0.6	-19.9	-5.2	-14.2	10.4	0.5	-10.4	/
O=C(N/N=C/c1cc(Cl)cc([N+](=O)[O-])c1O)NC12CC3CC(CC(C3)C1)C2	-1.7	-0.7	-8.4	-5.1	-12.8	-11.6	-0.8	9.7	-4.3
CCCCC(O)(CCCC)C(=O)NN(C(=O)OC)c1ccccc1	-1.2	-1.8	-19.4	-3.5	5.5	6.9	0.3	-2.3	16.0
COC(=O)c1c(C)[nH]c(C(=O)OCC(=O)N2c3ccccc3NC(=O)C2(C)C)c1C	-0.5	-2.3	-27.8	-3.9	33.3	15.9	3.0	1.9	-14.5
O=C(NCC1CCCO1)C(=O)N/N=C/c1ccccc1C(=O)O (stereo not drawn)	-1.0	-2.3	-16.9	4.0	-3.5	-0.8	0.1	-1.7	-2.1
CCOc1ccccc1N(CC(=O)N1CCOCC1)S(=O)(=O)c1ccc(SC)cc1	/	/	/	/	5.7	19.5	0.6	-22.8	-4.9
CN(C(=O)COC(=O)c1cc2ccccc2cc1O)C1CCCCC1	2.3	-0.8	-23.9	-3.7	7.5	-5.4	4.6	-6.1	/
COc1ccc(CN2CCOCC2)c(C)c1C	-0.6	-0.5	-4.9	-6.3	14.6	22.6	0.3	-11.0	-14.4
O=C(NC1CCN(C(=O)c2cccc([N+](=O)[O-])c2)CC1)c1ccccc1	0.8	0.0	-5.0	-16.1	-1.3	6.4	0.4	-13.1	-16.9
OCCNCCOCCOc1ccccc1-c1ccccc1	1.0	4.2	-8.6	-10.9	-17.5	15.5	0.6	-6.6	0.1
O=C(C[n+]1ccccc1)N/N=C/c1ccccc1C(F)(F)F	0.4	0.2	-6.2	2.9	-8.8	5.1	5.0	3.0	-5.2
Cc1ccc(-c2ccnc3c(Br)c(C)nn23)cc1	-1.1	-1.3	-17.8	-11.5	-19.6	13.3	-1.6	-18.8	-0.4
Cc1nc(N2CCN(c3ccccn3)CC2)c2c(C)c(C(=O)N3CCN(c4ccccc4F)CC3)sc2n1	0.3	-2.5	-14.2	-10.4	26.8	2.1	1.2	-14.0	-10.7
CCc1cn(S(=O)(=O)c2ccccc2OC)nc1N	0.9	-0.1	-9.6	-3.1	/	-9.4	-0.4	12.0	-3.7
Oc1ccc(Br)cc1/C=N/N1CCN(Cc2ccccc2)CC1	-1.0	-1.8	-19.3	-14.4	0.8	-4.2	0.2	4.0	-12.4
O=[N+]([O-])c1ccc(Cc2nnc(-c3ccc(F)cc3)o2)cc1	-0.4	-2.1	0.2	-8.2	2.9	1.4	1.2	-15.2	-2.7
O=C(CSc1ncnc2sc3c(c12)CCCC3)NC1CCS(=O)(=O)C1 (stereo not drawn)	0.8	0.4	-28.3	-0.1	-22.0	15.9	0.6	-2.9	/

Screens deposited in PubChem by The Scripps Research Institute Molecular Screening Center.
